DT40 TDP1 CPT: DT40-hTDP1 cell growth loss with CPT. chicken DT40 Tdp1-/-;hTDP1 cells + 20 nM CPT, ATP luminescence, 48 h. Potency, µM (top dose mostly 46.2 µM), for inactives: at the top dose activity change, negative = growth inhibition, actives largely listed as inhibitors. 420,000 tested, 12% active. AID 686979; note: nearly all actives have a fitted effect of over 55% in size
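Chicken DT40 Tdp1-/- cells complemented with human TDP1, 400 cells/well, exposed to compounds plus 20 nM camptothecin for at least 48 h at 37 C; viability read as ATP content by CellTiter-Glo luminescence.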
TDP1 inh: inhibitors of human tyrosyl-DNA phosphodiesterase TDP1. recombinant TDP1, AlphaScreen DNA substrate cleavage. Potency, µM (top dose mostly 130 µM), for the others: at the highest dose activity change, negative = inhibition, hits mostly inhibitors. AID 485290. 350,000 tested, 0.28% active; note: nearly all actives have a fitted effect of over 40% in size
Target sequence (Q9NUW8 whole entry, looked up): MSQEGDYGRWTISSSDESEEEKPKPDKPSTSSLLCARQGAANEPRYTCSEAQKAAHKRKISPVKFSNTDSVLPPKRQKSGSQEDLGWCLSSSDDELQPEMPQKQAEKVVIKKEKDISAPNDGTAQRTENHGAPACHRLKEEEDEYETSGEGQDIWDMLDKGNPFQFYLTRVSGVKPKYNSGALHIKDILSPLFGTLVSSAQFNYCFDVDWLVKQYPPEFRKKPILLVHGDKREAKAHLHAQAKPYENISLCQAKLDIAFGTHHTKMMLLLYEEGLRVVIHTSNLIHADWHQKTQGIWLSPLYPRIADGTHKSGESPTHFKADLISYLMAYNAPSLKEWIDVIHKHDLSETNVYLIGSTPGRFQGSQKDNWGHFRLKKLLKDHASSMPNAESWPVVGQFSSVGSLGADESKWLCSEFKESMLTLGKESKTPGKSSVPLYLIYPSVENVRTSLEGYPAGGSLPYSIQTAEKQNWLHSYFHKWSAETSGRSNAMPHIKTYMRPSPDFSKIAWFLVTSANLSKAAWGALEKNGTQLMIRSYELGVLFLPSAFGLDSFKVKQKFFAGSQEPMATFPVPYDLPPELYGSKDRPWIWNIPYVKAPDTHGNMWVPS
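AlphaScreen read-out: signal falls as enzyme removes the 3' tyrosine-FITC from a 5'-biotinylated DNA oligo (15 nM, 5 min, RT). Enzyme was E. coli-made recombinant Tdp1 at 1 nM, exposed to compound for 15 min beforehand; beads 10 ug/ml, 10 min.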
TDP1 cell noCPT: qHTS for Inhibitors of human tyrosyl-DNA phosphodiesterase 1 (TDP1): qHTS in cells in absence of CPT; AID 686978, 2013; DT40 Tdp1-/- hTDP1 cells, no CPT, ATP luminescence, 48 h; 420,000 tested, 15% active; Potency, µM (series often up to 46.2 µM), for inactives: at the highest dose activity change, negative = growth inhibition, usual class: inhibitors; note: nearly all actives have a fitted effect of over 55% in size
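DT40 Tdp1-/-;hTDP1 cells, no CPT (DMSO vehicle only), 400 cells/well; compounds pin-transferred; ≥48 hr, 37 °C; CellTiter-Glo 30 min RT dark, luminescence read.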
* marks the source's active call; other numbers are inactive results; ? = inconclusive; . = not tested or not shown; & = joins results of further samples; [ ] = remark or other dose. Calls come from the whole dose curve; as a rule, active = well fitted curve in the direction sought with a large enough effect; inconclusive = small, poorly fitted or top-dose-only effect, or another doubt; inactive = no such curve, though single readings can be large; an effect the other way counts as inactive or inconclusive. % is set by controls: 0 for no effect and ±100 for the full control effect; potency is the fitted concentration of half-maximal effect. Outcome played no part in choosing rows. About 18% of those tested had a hit in this group.

A first look:
SMILES | DT40 TDP1 CPT | TDP1 inh | TDP1 cell noCPT
CN(Cc1ccc(Cl)cc1)C(=O)COC(=O)CSc1ccc([N+](=O)[O-])cc1 | 5% | 6% | -12%
COC(=O)C1(C)NC(c2cccc(C)c2)C2C(=O)N(c3ccc(F)cc3)C(=O)C21 (stereo not drawn) | -10% | 6% | 28%
COCCNC(=O)C(c1ccc(C)o1)N(C(=O)c1snc(C(N)=O)c1N)c1ccc(C)cc1 (stereo not drawn) | -24% | 3% | -19%
CCCCCCC1CC(=O)NC(=S)N1 (stereo not drawn) | -27% | -1% | -10%
Cc1ccc2[nH]c(=O)c3cc(C(=O)N4CCN(C(=O)c5ccco5)CC4)sc3c2c1 | ? | 56µM* | -15%

Main list, from the first entry:
SMILES | DT40 TDP1 CPT | TDP1 inh | TDP1 cell noCPT
CN(Cc1ccc(Cl)cc1)C(=O)COC(=O)CSc1ccc([N+](=O)[O-])cc1 | 5% | 6% | -12%
COC(=O)C1(C)NC(c2cccc(C)c2)C2C(=O)N(c3ccc(F)cc3)C(=O)C21 (stereo not drawn) | -10% | 6% | 28%
COCCNC(=O)C(c1ccc(C)o1)N(C(=O)c1snc(C(N)=O)c1N)c1ccc(C)cc1 (stereo not drawn) | -24% | 3% | -19%
CCCCCCC1CC(=O)NC(=S)N1 (stereo not drawn) | -27% | -1% | -10%
Cc1ccc2[nH]c(=O)c3cc(C(=O)N4CCN(C(=O)c5ccco5)CC4)sc3c2c1 | ? | 56µM* | -15%
CC(=O)c1ccc(NC(=O)Cn2nc(C)c([N+](=O)[O-])c2C)cc1 | 3% | 0% | -1%
CCC(=O)Nc1ccc2c(c1)Cc1cc(NC(=O)CC)ccc1-2 | -13% | . | 2%
CSc1ccc(CCNC(=O)c2ccc3c(c2)c(C)c(C)n3Cc2ccc(F)cc2)cc1 | ? | 5% | ?
Cc1cc(Oc2ccc(C#N)cc2)nc(N2CCOCC2)n1 | -28% | 3% | -29%
Cc1ccc(NCc2nnc(SCc3ccc(C#N)cc3)n2Cc2ccco2)c(C)c1 | ? | 9% | 23µM*
COc1ccc(C2/C(=C(/O)c3ccc(C)cc3)C(=O)C(=O)N2c2ccccn2)cc1 (stereo not drawn) | -2% | . | -2%
Cc1cc(C)nc(N(C#N)Cc2ccccc2)n1 | -20% | 9% | -3%
O=C(c1n[nH]c2ccccc12)N1CCN(S(=O)(=O)c2ccc(Cl)cc2)CC1 | ? | -1% | 18µM*
CNC(=O)c1sc2nc(-c3ccc(OC)cc3)cn2c1C | -10% | -6% | ?
COc1ccc(Oc2ncc3nc(C)c(=O)n(Cc4cccs4)c3n2)cc1 | ? | . | ?
Cc1cccc(N2C(=O)N3[C@H](c4ccc(F)cc4)[C@@H]4C(=O)N(C5CCCCC5)C(=O)[C@@H]4[C@]3(Cc3ccccc3)C2=O)c1 | -2% | . | -7%
CN(C)c1ccc(P(=O)(OC2CCCCC2)C(O)c2ccccn2)cc1 (stereo not drawn) | -1% | 8% | -4%
Cc1cc(C(=O)Nc2ccc(F)cc2C)cs1 | ? | 5% | 1%
S=c1nc2ccccc2c2nc(-c3ccccc3)[nH]n12 | 21µM* | 8% | 9.2µM*
C=C(C)C1CC=C(C)/C(=N/NC(=S)Nc2ccccc2)C1 (stereo not drawn) | 12µM* | 0% | 6.5µM*
CCOc1ccccc1CNC(c1ccccc1)c1ccccc1 | -23% | . | -23%
C=CCOc1ccc(/C=N/n2cncn2)cc1OC | -4% | 2% | -10%
COc1ccc([N+](=O)[O-])c(OC)c1C(=O)NC(=O)Nc1nc(C)nc(C)n1 | -8% | 3% | 22%
O=C(O)C1Cc2[nH]cnc2C(c2ccccc2O)N1 (stereo not drawn) | 13% | 0% | 4%
O=C(Nc1ccc(C(=O)N2CCCc3ccccc32)cc1)c1cccs1 | 8% | . | ?
O=C1CCCC2=C1C(c1ccc(Br)cc1)c1c([nH]c(=S)[nH]c1=O)N2 (stereo not drawn) | 2% | 5% | -11%
CC(=O)NCCNc1ncnc2ccc(-c3ccccc3C)cc12 | ? | . | ?
Cc1ccc2nc3ccc(N4CCN(C)CC4)nn3c(=O)c2c1 | -17% | 0% | ?
CC(=O)Nc1ccc(S(=O)(=O)NCCc2ccccn2)cc1 | 2% | -3% | -2%
COc1ccc(-c2nnc(NC(=O)c3ccc(S(=O)(=O)N(C)CC4CCCO4)cc3)o2)c(OC)c1 (stereo not drawn) | ? | 5% | ?
CCCC1C(c2ccco2)NC(c2ccco2)CC1(C)O (stereo not drawn) | -22% | -8% | -26%
COc1cc(NC(=O)C2=CC(c3ccc(F)cc3)=NS(=O)(=O)N2C)cc(OC)c1OC | ? | 9% | 23µM*
CSC1=NCCN1C(=O)c1ccc2c(c1)OCO2 | ? | -1% | -27%
CCn1c(O)c(C=C2N=c3ccccc3=N2)sc1=S | 8% | 0% | 1%
O=C(c1cc(C2CC2)nn1-c1ccccc1)N1CCN(Cc2ccccc2F)CC1 | 16µM* | 11% | 23µM*
CC1CCN(C2=NC(=O)/C(=C/c3cccc(O)c3)S2)CC1 | ? | . | ?
COc1cc(/C(C)=N/NC(=O)c2cccc(S(=O)(=O)N3CCCC3)c2)cc(OC)c1OC | -19% | 3% | ?
O=C(N/N=C/c1ccc(F)cc1)c1ccc(OCc2ccccc2)cc1 | -3% | . | 11%
Cc1onc(-c2ccccc2Cl)c1C(=O)Nc1nc2ccc(S(C)(=O)=O)cc2s1 | 8.2µM* | 5% | 9.2µM*
Cc1ccccc1-n1c(SCC(=O)NCC2CCCO2)nc2c([nH]c3ccccc32)c1=O (stereo not drawn) | -12% | 6% | ?
Cc1cc(C)cc(NC(=O)CN2C(=O)c3ccccc3C2=O)c1 | 11% | . | -10%
COc1cc2[nH]c(=O)n(CCCC(=O)N3CCN(c4cccc(C(F)(F)F)c4)CC3)c(=O)c2cc1OC | 4.6µM* | 6% | 2.3µM*
CCCCC(CC)COC1(c2ccccc2)OC(=O)c2ccccc21 (stereo not drawn) | -18% | 2% | -23%
CC(C)OC(=O)Cn1nnc2c(cnn2-c2ccccc2)c1=O | -11% | 0% | -15%
Cc1nnc(SCC(=O)Nc2sccc2C(N)=O)s1 | -10% | 4% | -1%
O=C(C1=C[C@@H](c2ccc(Br)cc2)C[C@@H](OCc2ccc(CO)cc2)O1)N1CCOCC1 | ? | 4% | ?
O=C(c1nc2ccccn2c1CN1CCCC(c2nc3ccccc3o2)C1)N1CCCC1 (stereo not drawn) | -4% | -3% | 5%
COCCNC(=O)CSc1c2c(nc3cc(Cl)ccc13)CCCC2 | ? | 1% | ?
CCOC(=O)c1c(N2CCCCC2)c2ccccc2[nH]c1=O | ? | 9% | ?
CCC(SC1=NCCS1)C(=O)Nc1nnc(-c2ccccc2OC)s1 (stereo not drawn) | ? | 3% | ?
CCN(CC)c1ccc(C=Nc2cc(C)ccc2C)c(O)c1 | -9% | 0% | ?
CCOc1cccc(=O)c2c(C)n(Cc3ccco3)c(C)c12 | -6% | -4% | 7%
COc1cccc(/C=C(\C#N)c2nc3ccccc3c(=O)[nH]2)c1OC | -26% | -2%[12.3 µM] | ?
Cc1ccc(NC(=O)CCC(=O)N/N=C/c2ccc([N+](=O)[O-])o2)cc1C | ? | -14% | ?
COc1ccc(/C=N/NC(=O)CC#N)cc1Oc1nc(Cl)ncc1F | 1% | . | ?
CCC(CC)NC(=O)c1cccc(Br)c1 | -17% | 0% | -6%
C#CCSc1nnc(-c2sc(-c3ccccc3)nc2C)n1C | ? | 4% | -24%
COCCNc1ccc([N+](=O)[O-])cc1C(=O)Nc1cccc(C)n1 | 13µM* | 3% | ?
CN(Cc1ccccc1)C(=O)c1[nH]cnc1C(=O)Nc1nccs1 | ? | 0% | -7%
CC(=O)Nc1ccc(S(=O)(=O)NCCC(=O)NCc2ccco2)cc1 | -5% | . | -4%
(continued)
SMILES | DT40 TDP1 CPT | TDP1 inh | TDP1 cell noCPT
COc1ccc(Cn2c(C(=O)O)c(CNCc3cccs3)c3ccc(C)cc32)cc1 | ? | 6% | 18µM*
O=C1COc2c1ccc(O)c2O | -24% | . | 0%
COc1ccccc1-n1ccnc(SCC(=O)NCCc2ccccc2)c1=O | -30% | . | -23%
CC(=O)Oc1ccccc1Cn1c(C)c(C(=O)NCc2ccccc2C(F)(F)F)sc1=O | ? | . | ?
CCc1cc(C(=O)N2CCCC(CNC(=O)c3ccc(-c4ccccc4)cc3)C2)no1 (stereo not drawn) | ? | 5% | 16µM*
COCCN(CC(=O)Nc1cc(Cl)ccc1-n1cncn1)Cc1nc2ccccc2c(=O)[nH]1 | -20% | 1% | -1%
CC(=O)c1cccc(OCc2cc(C(=O)NCc3nc(C)c(C)s3)no2)c1 | ? | 4% | ?
CCCc1[nH]n(-c2nc3ccccc3s2)c(=O)c1C=NCC1CCCO1 (stereo not drawn) | -25% | 6% | ?
Cc1ccc(NC(=O)/C=C\C(=O)NCC(=O)O)cc1 | -7% | 11% | 15%
CC1CCN(C(=O)CSc2nnc(-c3cccnc3)o2)CC1 | 2% | . | -7%
CC1(C(=O)NS(=O)(=O)c2ccc(C#N)cc2)CCN1C(=O)c1ccccc1CCc1ccccc1 (stereo not drawn) | ? | . | ?
CC(C)NC(=O)c1cc(-c2cccs2)nc2ccccc12 | 1% | . | 0%

Some of these compounds in order of length of the SMILES, ascending:
SMILES | DT40 TDP1 CPT | TDP1 inh | TDP1 cell noCPT
CCOC(=O)c1c(N2CCCCC2)c2ccccc2[nH]c1=O | ? | 9% | ?
O=C(c1nc2ccccn2c1CN1CCCC(c2nc3ccccc3o2)C1)N1CCCC1 (stereo not drawn) | -4% | -3% | 5%
COc1ccc([N+](=O)[O-])c(OC)c1C(=O)NC(=O)Nc1nc(C)nc(C)n1 | -8% | 3% | 22%

Later entries.
SMILES | DT40 TDP1 CPT | TDP1 inh | TDP1 cell noCPT
Cn1nnnc1SCC(=O)NNC(=O)c1ccc(F)cc1 | 18% | 3% | 5%
Cc1ccc(Cl)cc1NC(=O)COC(=O)C12CC3CC(CC(C3)C1)C2 | 3%&-6% | 0%&-2% | -19%&-7%
Cc1cc(C(=O)CN2C(=O)CCC2=O)c(C)n1Cc1ccccc1 | ? | 4% | ?
Cn1c(SCc2cccc(F)c2)nc2c([nH]c3ccccc32)c1=O | 7.3µM* | 1% | ?
Cc1cc(C)c2cc(C(=O)N3CCN(c4ncccc4C(F)(F)F)CC3)[nH]c2c1 | ? | . | 15µM*
CC(c1ccccc1)N1CC(C(=O)Nc2ccc(F)cc2)CC1=O (stereo not drawn) | 1% | 2% | 4%
CCc1ccccc1N(C(=O)Cn1nnc2ccccc21)C(C(=O)NCCOC)c1ccco1 (stereo not drawn) | ? | 0% | -22%
CCCCCc1nc2sc3c(c2c(=O)n1N)CCC3 | ? | 1% | ?
OCCCc1nc2ccccc2n1Cc1ccccc1 | ? | . | -1%
CC1(c2ccc(OC(F)F)cc2)NC(=O)N(CC(=O)Nc2ccc3c(c2)OCO3)C1=O (stereo not drawn) | 16µM* | 1% | ?
COc1ccc2[nH]c(=O)c(CNc3cc(C)ccc3C)cc2c1 | 15µM* | . | 15µM*
Cn1c(=O)[nH]c2ncccc21 | -4% | -6% | -9%
O=C(NCC1(N2CCCCC2)CCCCC1)C1CC(=O)N(c2ccc3c(c2)OCCO3)C1 (stereo not drawn) | 1% | 3% | 4%
Cc1cc(NC(=O)COn2nnc3ccccc32)no1 | 1% | -1% | -18%
Cc1cc(OCC(=O)NC(C)C)cc(C)c1Br | -27% | -4% | ?
COc1ccc(C(=O)Nc2nncs2)c(OC)c1 | ? | -5% | -4%
Nc1nc2ccc(Cl)cc2cc1C(=O)NCCc1ccc(O)cc1 | ? | . | 18µM*
O=c1n(S(=O)(=O)c2cccc3cccnc23)c2ccccc2n1S(=O)(=O)c1cccc2cccnc12 | -16% | 3% | ?
COc1ccc(C2NCCc3cc(OC)c(OC)cc32)cc1OC (stereo not drawn) | -21% | 5% | -16%
O=C(CN(C(=O)c1ccccc1)N1C(=O)CCC1=O)c1cccs1 | 5% | 4% | -3%
COc1ccccc1Cc1noc(-c2cc(Cl)ccc2OC)n1 | 0% | 1% | -7%
CCOC(=O)c1cccc(NC(=O)CN2CCN(c3ccc(OC)cc3)CC2)c1 | -11% | 8% | ?

Record cards (already shown). Values in the order: DT40 TDP1 CPT, TDP1 inh, TDP1 cell noCPT
COc1ccc(C(=O)Nc2nncs2)c(OC)c1 across the screens: ?, -5%, -4%
COc1ccc(C2NCCc3cc(OC)c(OC)cc32)cc1OC (stereo not drawn) across the screens: -21%, 5%, -16%
O=C(NCC1(N2CCCCC2)CCCCC1)C1CC(=O)N(c2ccc3c(c2)OCCO3)C1 (stereo not drawn) across the screens: 1%, 3%, 4%
O=c1n(S(=O)(=O)c2cccc3cccnc23)c2ccccc2n1S(=O)(=O)c1cccc2cccnc12 across the screens: -16%, 3%, ?
